# Efflux pump inh = blocks antifungal efflux pumps in multiplex yeast assay | S. cerevisiae Candida pump triplex, Nile Red efflux | AID 485275 | inhibition, % at 10 µM | hit rate 0.44% among 330,000;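 active = plate passing quality check with inhibition over a set limit, or well fluorescence over plate mean plus 4 SD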;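 note: Nile Red retained in pooled yeast measured as flow cytometry median fluorescence; 0% = buffer negative control and 100% = Enniatin B positive control; higher means more Nile Red kept so more efflux inhibition; some compounds called inactive have numbers as strong as hits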
# Fam108B counter = counter-screen for RBBP9 inhibitors: inhibitors of mouse Fam108B. recombinant Fam108B, FP-Rh probe fluorescence polarization. inhibition, % at 9.51 µM. hit rate 0.33% among 300,000;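 active = inhibition above the screen mean inhibition plus 3 SD, computed separately per campaign, cut at about 18% in these data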;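 note: inhibitors lower polarization as less probe binds the enzyme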
# MCL1 BIM primary = MCL1-BIM-BH3 interaction inhibition (human) | Q07820 | GST-MCL1 / FITC-Bim-BH3 fluorescence polarization | inhibition, % at 10.9 µM | hit rate 0.68% among 320,000;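 active = inhibition above the mean inhibition of all tested compounds plus 3 SD, set per campaign, cut at about 40% in these data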;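 note: 0% = DMSO wells and 100% = unlabeled Bim-BH3 peptide control; higher means more loss of mP so more displacement of Bim peptide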
# Target sequence (Q07820 whole entry, looked up): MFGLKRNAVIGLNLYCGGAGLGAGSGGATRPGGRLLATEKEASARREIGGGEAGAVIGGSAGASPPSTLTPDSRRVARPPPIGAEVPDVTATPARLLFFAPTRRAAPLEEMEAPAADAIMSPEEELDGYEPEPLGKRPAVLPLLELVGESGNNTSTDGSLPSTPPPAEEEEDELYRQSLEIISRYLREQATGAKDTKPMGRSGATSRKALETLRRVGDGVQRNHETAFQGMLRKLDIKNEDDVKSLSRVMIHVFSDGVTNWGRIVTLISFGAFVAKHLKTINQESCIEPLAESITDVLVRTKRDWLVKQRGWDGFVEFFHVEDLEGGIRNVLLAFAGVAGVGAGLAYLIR
# VLA-4 inh = inhibition in a human VLA-4 binding assay. P13612. VLA-4 expressing cells, ligand binding flow cytometry. inhibition, % (about 7 µM as worked out from the volumes in the protocol). hit rate 0.2% among 330,000. AID 2557; in the data active = inhibition above about 50%
# MEX-5 binding = C. elegans MEX-5 TCR-2 RNA binding activity. Q9XUB2. hit rate 0.38% among 300,000. MEX-5/FITC-TCR2 RNA binding, fluorescence polarization; active compounds read low. activity score (negative = inhibition of binding), % at 10 µM;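 active = inhibition past about -25% in most replicates, and total fluorescence under double the plate's negative control median, limit read from the data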;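 note: 0% = DMSO and -100% = 5 µM competing unlabeled TCR2 RNA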
# PME-1 inh = blocks human protein phosphatase methylesterase 1; Q9Y570; recombinant PME-1, FP-Rh probe fluorescence polarization; inhibition, % at 5.9 µM; hit rate 0.53% among 320,000; AID 2130;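 active = inhibition above the campaign mean of all compounds plus 3 SD, cut at about 26% in these data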;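 note: competitive labeling of PME-1 active site by serine hydrolase directed probe; 0% = PME-1 with DMSO and 100% = wells lacking PME-1 enzyme; inhibitors block probe labeling so polarization falls and inhibition rises; many of its hits are not listed in these tables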
# Target sequence (Q9Y570 whole entry, looked up): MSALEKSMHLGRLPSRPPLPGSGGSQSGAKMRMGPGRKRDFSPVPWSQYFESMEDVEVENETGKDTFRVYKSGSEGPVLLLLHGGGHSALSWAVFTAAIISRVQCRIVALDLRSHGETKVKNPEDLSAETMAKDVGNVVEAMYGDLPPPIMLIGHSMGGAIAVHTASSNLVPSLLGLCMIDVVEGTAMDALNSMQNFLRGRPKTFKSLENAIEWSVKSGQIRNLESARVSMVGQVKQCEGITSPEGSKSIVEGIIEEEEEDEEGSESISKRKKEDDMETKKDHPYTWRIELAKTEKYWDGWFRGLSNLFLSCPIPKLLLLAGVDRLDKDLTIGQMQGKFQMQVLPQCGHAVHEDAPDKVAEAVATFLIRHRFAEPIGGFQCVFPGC
# GLD-1 RNA inh = GLD-1-TGE RNA interaction inhibition (C. elegans); inhibition, % at 5.96 µM; purified GLD-1 + fluorescein TGE RNA, fluorescence polarization; AID 2280; hit rate 0.44% among 320,000; Q17339;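 active = percent inhibition above a per-plate cutoff, the plate mean of test compounds plus 3 SD, cut at about 30% in these data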;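 note: 0% = DMSO wells with GLD-1 and probe and 100% = wells lacking GLD-1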
# GRK2 aptamer HTS = human GRK2 inhibition via aptamer displacement; inhibition of aptamer binding, % at 10 µM; AID 488847; hit rate 0.59% among 330,000; P25098; bead flow cytometry, FAM-aptamer displacement from GRK2;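 active = inhibition of aptamer binding above 40%, roughly 3 SD of noise, on plates passing a quality check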;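 note: median bead fluorescence of bound FAM aptamer so fluorescent compounds give negative values; no value below 0 was filed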
# Bcl-xL primary = blocks human Bcl-xL binding to Bim BH3 peptide; GST-Bcl-xL / FITC-Bim BH3 peptide fluorescence polarization; inhibition, % at 10.9 µM; hit rate 0.7% among 320,000;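 active = inhibition above the mean of all tested compounds plus 3 SD, cutoff set per campaign, cut at about 30% in these data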;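 note: 0% = DMSO wells and 100% = unlabeled Bim-BH3 peptide competitor; inhibitors lower millipolarization by displacing the labeled peptide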
# Target sequence (Q07817 whole entry, looked up): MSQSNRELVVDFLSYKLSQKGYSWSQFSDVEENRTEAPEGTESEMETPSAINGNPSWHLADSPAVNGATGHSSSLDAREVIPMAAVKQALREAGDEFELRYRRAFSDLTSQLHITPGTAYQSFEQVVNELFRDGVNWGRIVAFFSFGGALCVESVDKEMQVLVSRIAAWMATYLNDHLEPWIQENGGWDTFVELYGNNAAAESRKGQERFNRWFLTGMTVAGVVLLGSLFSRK
# The depositor's hits bear a star; x = no result given. These rows are one share of the data. The share of hits here may be higher or lower than overall.
Molecule	Efflux pump inh	Fam108B counter	MCL1 BIM primary	VLA-4 inh	MEX-5 binding	PME-1 inh	GLD-1 RNA inh	GRK2 aptamer HTS	Bcl-xL primary
CC(=O)c1ccc(NC(=O)C(C)OC(=O)C(C)Oc2cccc(C)c2)cc1 (stereo not given)	0.1	-3	-1	7	0.3	0	3	5	5
CCCCCC(=O)Nc1ccc(-c2csc(C)n2)cc1	0.1	-3	-9	-8	0.2	2	6	1	1
COc1ccc(NC2=CC(=O)CC(c3ccccc3)C2)c(OC)c1 (stereo not given)	-0.1	2	-2	8	1.0	3	2	3	2
Cn1c(=O)[nH]c(=O)c2c1nc(SCC(=O)Nc1ccccc1)n2Cc1ccccc1	0.2	3	4	0	-0.6	6	1	0	5
CCCc1c(C(=O)N/N=C/c2cccc3ccccc23)nnn1-c1nonc1N	0.0	-3	3	-6	0.9	-13	-1	9	2
Cc1cc(F)ccc1S(=O)(=O)NCC(c1ccc2c(c1)OCO2)N1CCOCC1 (stereo not given)	0.1	-1	1	29	-3.2	-5	-2	5	-1
CCC(C)c1ccc(C(CC)NC(=O)C2CCCO2)cc1 (stereo not given)	0.1	1	1	12	-2.3	-6	-1	3	0
Cc1ccc(C)c(NC(=O)COc2cccc3c2CCN(Cc2ccccc2)C3=O)c1	-1.1	4	9	0	-5.3	-7	3	0	2
Cc1ccc(C)c(S(=O)(=O)N2CCCOC2CNC(=O)C(=O)NCCc2ccccc2)c1 (stereo not given)	0.0	0	8	-15	0.6	4	-1	4	5
C#CCOC(=O)Nc1cccn(Cc2c(Cl)cccc2Cl)c1=O	-0.1	-1	6	4	2.8	-1	5	3	2
Cc1cccc(COCC(Cc2ccccc2)N2CCN(C(=O)c3cccc(Cl)c3)CCC2=O)c1 (stereo not given)	0.0	-3	1	5	1.6	12	-1	1	-1
CCC(C)[C@H](NC(=O)N1CC(=O)Nc2ccccc21)C(=O)N[C@H](Cc1c[nH]c2ccccc12)C(=O)O (stereo not given in full)	0.0	-1	3	-4	2.2	2	-6	0	2
COc1ccc(CCNC(=O)c2ccc(CNc3nc(=S)[nH]c4ccccc34)cc2)cc1OC	0.0	1	5	7	-0.8	3	-3	1	6
COc1cccc(NC(=O)C2CCN(C(=O)[C@@H]3Cc4ccccc4CN3C(=O)OC(C)(C)C)CC2)c1	0.0	1	-4	-23	-0.7	-2	-7	2	3
COc1ccc(-c2nnc(SCc3nc4ccccc4c(=O)[nH]3)o2)cc1	0.0	-4	-4	-8	-3.3	-16	-15	0	-1
O=C(O)/C=C/C(=O)Nc1ccc(F)cc1F	-0.1	1	1	21	-1.5	3	2	0	7

# Compound profiles, from the list above. Screens in order: Efflux pump inh, Fam108B counter, MCL1 BIM primary, VLA-4 inh, MEX-5 binding, PME-1 inh, GLD-1 RNA inh, GRK2 aptamer HTS, Bcl-xL primary
# `COc1cccc(NC(=O)C2CCN(C(=O)[C@@H]3Cc4ccccc4CN3C(=O)OC(C)(C)C)CC2)c1` in the list: 0.0, 1, -4, -23, -0.7, -2, -7, 2, 3
# `COc1ccc(CCNC(=O)c2ccc(CNc3nc(=S)[nH]c4ccccc34)cc2)cc1OC` in the list: 0.0, 1, 5, 7, -0.8, 3, -3, 1, 6

# Next records follow:
Molecule	Efflux pump inh	Fam108B counter	MCL1 BIM primary	VLA-4 inh	MEX-5 binding	PME-1 inh	GLD-1 RNA inh	GRK2 aptamer HTS	Bcl-xL primary
COC(=O)CSc1nc2ccccc2c(=O)n1Cc1ccccc1	-0.1	3	0	10	-0.8	4	-3	2	6
CN(C)Cc1c(O)ccc2cc(-c3nc4ccccc4n3C)c(=O)oc12	0.1	5	64*	-4	-3.1	-8	22	13	52*
O=[N+]([O-])CC1(n2nc3ccccc3n2)CCCCC1	-0.1	2	3	26	1.7	-1	10	1	1
Cc1ccc(/C(O)=C2/C(=O)C(=O)N(c3ccccn3)C2c2cccc([N+](=O)[O-])c2)cc1 (stereo not given)	-0.1	-3	1	10	0.4	9	3	0	3
CC1CCc2c(sc3nc(SCC(=O)NCc4ccco4)nc(N)c23)C1 (stereo not given)	-0.3	2	7	2	-2.3	4	5	0	8
Cc1c(C(=O)OCc2ccccc2)[nH]c2c1C(=O)CC(c1ccco1)C2 (stereo not given)	-0.1	-3	10	17	0.3	-2	9	4	8
O=C(NC1CCCCC1)C(c1cc2c(cc1[N+](=O)[O-])OCO2)N1CCCCC1 (stereo not given)	-0.1	1	17	9	-2.7	-3	7	1	4
O=C(O)CCCC(=O)Nc1ccc(C(=O)N2CCCCC2)cc1	0.0	3	-6	0	2.0	-2	6	1	-3
O=C(Nc1ccc(S(=O)(=O)N2CCCC2)cc1)Nc1ccc(F)cc1F	-0.1	-9	-3	6	2.3	-9	4	0	6
Cc1c(NC(=O)c2ccc3c(c2)OCO3)cccc1-c1nc2ccccc2s1	0.2	-16	2	-14	1.9	-33	4	0	6
CCc1nc2n[nH]c(N)c2c2c1CSC(C)(C)C2	0.1	-3	2	4	0.0	2	10	2	0
Cc1cc(=O)oc2c3c(cc(OCC(=O)NC(C)C)c12)OC(C)(C)CC3	-0.1	x	x	-3	1.9	x	x	3	x
Cn1nnc2cc(C(=O)Nc3ccc(Cl)cc3)ccc21	0.1	-3	8	41	1.6	-3	3	0	3
C=CCOc1c(/C=N\NC(N)=O)cccc1OC	0.0	-2	-2	0	0.6	1	2	3	1
CN(Cc1cccnc1)Cc1cn(Cc2ccccc2)nc1-c1ccc2c(c1)OCO2	-0.1	-4	-2	4	3.0	0	9	1	3
Cc1ccc(S(=O)(=O)N(CC(O)CN2C(=O)NC(C)(C)C2=O)c2cccc([N+](=O)[O-])c2)cc1 (stereo not given)	0.4	0	-4	3	0.2	9	8	2	1
COc1ccc(NC(=O)N2CCCC2C(=O)Nc2ccccc2F)cc1 (stereo not given)	0.1	-1	-10	6	-0.2	-4	3	0	-1
CCOc1ccc(N2C(=O)CC(N(Cc3ccco3)C(C)=O)C2=O)cc1 (stereo not given)	-0.1	0	2	20	-2.6	3	-1	0	5
Cn1cccc1/C=C(\C#N)c1ccccc1	0.1	-2	-4	-4	0.0	0	-5	0	1
CCc1cc(=O)oc2cc3occ(C)c3cc12	0.2	-4	1	14	1.1	6	-7	0	0
CC(C)Cc1nc2sc3c(NCc4ccco4)ncnc3c2c2c1COC(C)(C)C2	0.1	-6	1	16	0.9	-5	6	0	2
CCOc1cc(NC(=O)Nc2ccccc2)c(OCC)cc1NC(=O)CC	0.1	x	x	12	0.3	x	x	0	x
O=C(COC(=O)c1ccc(NS(=O)(=O)c2cccs2)cc1O)NC1CCCCC1	-0.1	2	3	-3	-1.2	-1	0	0	9
CCCc1cc(=O)[nH]c(SCC(=O)c2c(C)[nH]c3ccccc23)n1	0.2	-1	-2	3	0.6	0	-4	0	-2
O=C(CCS(=O)(=O)c1ccc(Br)cc1)NCc1cccs1	0.0	6	6	8	-0.4	-6	6	94*	1
COCCNC(=S)N1CCN(C)CC1	0.1	0	12	-10	-1.6	-5	5	3	8
O=C(COC(=O)c1cccc(S(=O)(=O)N2CCCC2)c1)NCc1ccccc1	-0.2	3	1	4	-2.1	4	4	1	3
O=C(COc1ccc(Cl)cc1)Nc1ccc(CN2CCOCC2)cc1	0.6	x	5	4	x	-2	4	0	3
CCOc1ccccc1NC(=O)c1ccccc1N(C)S(C)(=O)=O	0.1	-3	-3	28	0.1	0	-3	0	6
COc1ccc(C(=O)NC(=S)NCc2ccco2)cc1Br	-0.2	0	11	2	1.4	3	-3	1	9
COc1cccc(CN(C)C(=O)CNC(=O)c2sc3ccccc3c2Cl)c1OC	-0.1	-3	1	5	2.2	-2	-1	3	-1
COc1cc(NC(=O)c2ccccc2)c(OC)cc1NC(C)=O	-0.3	-2	0	-1	-0.4	0	-2	1	6
CC(=Nc1ccccc1O)c1sc2ccccc2c1O	0.1	17	-79	-14	-2.9	3	-121	3	-44
CCC(C)c1ccc(OCCCCN2CCOCC2)cc1 (stereo not given)	0.3	3	-3	4	-4.0	-1	-4	0	4
OC(COc1ccc2c(c1)CCC2)Cn1cnc2ccccc21 (stereo not given)	0.4	-2	-2	3	-1.8	-4	-3	0	-1
C[C@H](CO)N1C[C@H](C)[C@@H](CN(C)Cc2ccncc2)Oc2ccc(NC(=O)Cn3cnnn3)cc2C1=O	-0.5	x	x	1	x	x	2	3	x
COc1ccc(C(=O)Cn2nnc(-c3ccccc3NC(=O)C3CC3)n2)cc1	-0.1	-4	-1	7	-1.9	-4	4	2	6
CCCN(CC(=O)Nc1ccccc1C)C(=O)Cc1c(C)nc2ccccc2c1C	-0.2	x	6	8	x	-3	1	0	3
O=C(/C=C/c1ccc(-c2ccc(F)cc2)o1)N1CCCC1	-0.1	3	2	4	0.4	0	5	2	5
COc1ccc(-c2cc(C(=O)NCc3ccc(Cl)cc3)no2)cc1OC	0.4	0	-2	8	1.6	0	-1	38	0
Cc1ccc(OCC(=O)N(C)CC(=O)Nc2ccc(N3CCOCC3)cc2)cc1	0.0	1	2	7	-0.1	-2	1	0	4
COc1ccc(Cl)cc1NC(=S)Nc1cccc(C)c1	0.8	1	-2	5	-0.5	-5	1	0	-2
O=C(CSc1ncn[nH]1)Nc1cc(S(=O)(=O)N2CCCC2)ccc1Cl	0.2	-2	-4	13	0.1	3	-4	0	0
COc1cccc(/C=N/NC(=O)c2ccc(N(C)S(=O)(=O)c3ccccc3)cc2)c1OC	-0.2	-10	6	6	-2.6	-8	4	2	1
Cc1cc([N+](=O)[O-])ccc1NC(=O)C(C)[n+]1ccccc1 (stereo not given)	0.0	0	-2	-6	2.0	0	1	0	5
CC(C)N1CCC(NC(=O)NC2CCCCC2)CC1	0.1	-3	14	14	-2.5	-2	2	0	3
Cc1noc(/C=C/Nc2ccc(F)cc2F)c1[N+](=O)[O-]	0.0	2	-36	3	-18	6	-2	0	-5
O=C(Nc1nc2c(Cl)cccc2s1)C1CC1	-0.1	0	-1	8	1.8	2	1	0	1
Cc1ccc(CN2CCN(CC3CC4C=CC3C4)CC2)cc1 (stereo not given)	-0.1	0	0	9	-3.6	8	4	0	3
Cc1ccc(NC(=O)CN(C)C(=O)c2ccccc2OCc2c(C)noc2C)cc1	0.0	-5	-2	0	3.1	7	8	0	-2
CCOC(=O)C[n+]1c(C)sc2ccc(OC)cc21	0.0	-2	3	5	2.9	-1	0	0	2
O=C1CC(c2cccs2)CC2=C1C(c1ccccc1)n1ncnc1N2 (stereo not given)	-0.1	2	0	12	-2.8	-1	9	0	6
COc1ccc(CC(=O)OCc2cc3ccc(C)cc3[nH]c2=O)cc1	0.0	-1	-9	20	-4.7	-4	0	0	-7
O=C(O)c1ccc(N=N/C(=N\Nc2ccc(C(=O)O)cc2)c2ccccc2)cc1	-0.2	6	14	14	-3.1	1	4	0	7
Cc1cccc(OCC(O)Cn2c(=N)n(CCN3CCCCC3)c3ccccc32)c1 (stereo not given)	0.0	2	5	15	2.1	-1	4	0	2
Cc1cccc(C(=O)Nc2nnc(S(=O)(=O)N3CCOCC3)s2)c1	-0.4	2	6	13	0.9	-2	-2	3	1
CCOC(=O)C1(Cc2ccccc2C)CCCN(C(=O)c2ccnn2C)C1 (stereo not given)	0.0	-1	-1	2	4.4	-4	4	1	3
CCOCCCn1c(=N)c(C(N)=S)cc2c(=O)n3cccc(C)c3nc21	0.3	1	30	3	-1.9	-3	-4	15	23

# Source: PubChem
